TcdB GH inh: TcdB glycohydrolase inhibitors, primary screen, biochemical, single point, plate reader; TcdB glycohydrolase enzymatic assay; Toxin B (Clostridioides difficile), P18177; AID 652162, 2013; 350,000 tested, 0.24% active; inhibition, % at 9.99 µM; in the data active = inhibition above about 10%
Numbers without * were called inactive; & = joins results of further samples.

SMILES | TcdB GH inh
N#C[C@@H]1[C@@H](c2ccccc2-c2ccccc2F)[C@@H](CO)N1C(=O)Cc1ccccc1 | 0.9
O=C(CC1CC1)N1CC2(C1)[C@H](c1ccccc1)[C@@H](CO)N2C(=O)C1CCOCC1 | 0.6
CN1C[C@H]2[C@@H](c3ccccc31)[C@H](CO)N2C(=O)C1CCCC1 | 0.5
COC(=O)C[C@@H]1C[C@@H]2c3cc(NC(=O)CC4CC4)ccc3O[C@@H]2[C@@H](CO)O1 | 2.8
CCCNC(=O)N1C[C@@H](C)[C@H](OC)CN(C)C(=O)c2cc(NS(=O)(=O)CC)ccc2OC[C@H]1C | 0.5
CC(C)NC(=O)N(C)C[C@H]1Oc2ccc(NC(=O)Nc3ccc(F)cc3)cc2C(=O)N([C@H](C)CO)C[C@@H]1C | 0.5
CC(C)NC(=O)N[C@@H]1CC[C@@H](CCNC(=O)C2CCC2)O[C@H]1CO | -0.7
C[C@@H]1CN([C@@H](C)CO)C(=O)c2cccc(NC(=O)Nc3ccccc3)c2O[C@H]1CN(C)CC1CCCCC1 | 0.0
COc1ccccc1NC(=O)N1CC(=O)N2[C@H](CO)[C@@H](c3ccc(C#Cc4ccccc4)cc3)[C@@H]2C1 | 0.8
CC(C)c1cccc(NC(=O)C[C@H]2CC[C@H]3[C@@H](COc4ccc(NS(=O)(=O)c5ccccc5Cl)cc4C(=O)N3C)O2)c1 | -0.7
CC(C)NC(=O)Nc1ccc2c(c1)CC(=O)N([C@H](C)CO)C[C@@H](C)[C@@H](CN(C)S(C)(=O)=O)O2 | 1.3
Cc1noc(C)c1S(=O)(=O)Nc1ccc2c(c1)C(=O)N([C@H](C)CO)C[C@@H](C)[C@@H](CN(C)S(=O)(=O)c1ccc(F)cc1)OCCCC[C@H](C)O2 | -0.6
CN(C)C(=O)C[C@@H]1C[C@@H]2c3cc(NC(=O)Nc4ccc(F)cc4)ccc3O[C@@H]2[C@@H](CO)O1 | 0.5
CCCC#Cc1ccc([C@H]2[C@@H](CO)N3CCCCN(C(=O)NC4CCCC4)C[C@H]23)cc1 | 0.2
CC(=O)N(C)C[C@@H]1Oc2cc(-c3cccc(C#N)c3)ccc2S(=O)(=O)N([C@H](C)CO)C[C@@H]1C | 1.4
CCC(=O)N(C)C[C@H]1Oc2ncc(C#Cc3ccncc3)cc2C(=O)N([C@H](C)CO)C[C@H]1C | 0.5
COc1ccccc1-c1ccc2n(c1=O)C[C@@H]1[C@@H](CO)[C@H](C(=O)NC3CCC3)N(C(=O)C3CCC3)[C@H]21 | 0.4
C[C@H](CO)N1C[C@H](C)[C@@H](CN(C)C(=O)c2ccccc2)OCCCC[C@H](C)Oc2ccc(NS(=O)(=O)c3ccc(F)cc3)cc2C1=O | -0.1
N#C[C@@H]1[C@H](c2ccc(C3=CCCC3)cc2)[C@@H](CO)N1C(=O)NC1CCCCC1 | -0.9
C[C@@H]1CN([C@H](C)CO)S(=O)(=O)c2ccc(-c3ccccc3)cc2O[C@H]1CN(C)S(=O)(=O)c1ccccc1F | 0.2

4 compounds drawn at random from those above:
SMILES | TcdB GH inh
CC(=O)N(C)C[C@@H]1Oc2cc(-c3cccc(C#N)c3)ccc2S(=O)(=O)N([C@H](C)CO)C[C@@H]1C | 1.4
C[C@@H]1CN([C@@H](C)CO)C(=O)c2cccc(NC(=O)Nc3ccccc3)c2O[C@H]1CN(C)CC1CCCCC1 | 0.0
COc1ccccc1-c1ccc2n(c1=O)C[C@@H]1[C@@H](CO)[C@H](C(=O)NC3CCC3)N(C(=O)C3CCC3)[C@H]21 | 0.4
CC(C)NC(=O)N(C)C[C@H]1Oc2ccc(NC(=O)Nc3ccc(F)cc3)cc2C(=O)N([C@H](C)CO)C[C@@H]1C | 0.5

Additional entries.
SMILES | TcdB GH inh
COc1ccc2c3c(n(C)c2c1)[C@@H](CO)N(Cc1nccs1)CC31CN(C(=O)CC2CC2)C1 | -1.0
O=C(NCCN1CCCCC1)[C@H]1N[C@H]2c3ccc(-c4ccc(F)cc4)c(=O)n3C[C@H]2[C@@H]1CO | -3.9
COc1cccc(-c2ccc3c(c2)O[C@H](CN(C)C)[C@H](C)CN([C@@H](C)CO)S3(=O)=O)c1 | 1.0
COc1ccc(CN(C)C[C@H]2Oc3ccc(NS(=O)(=O)c4cccs4)cc3CC(=O)N([C@H](C)CO)C[C@H]2C)cc1 | 0.4
COc1ccc(NC(=O)N(C)C[C@H]2Oc3ccc(NC(=O)Nc4ccccc4)cc3C(=O)N([C@H](C)CO)C[C@@H]2C)cc1 | 2.0
COc1ccc(S(=O)(=O)Nc2ccc3c(c2)C(=O)N([C@H](C)CO)C[C@H](C)[C@H](CN(C)C(=O)Cc2ccccc2)OCCCC[C@H](C)O3)cc1 | -0.2
C[C@@H]1CN([C@H](C)CO)C(=O)Cc2cc(NC(=O)Cc3ccccc3)ccc2O[C@@H]1CN(C)S(=O)(=O)c1ccc(Cl)cc1 | 0.6
Cc1ccc(S(=O)(=O)Nc2ccc3c(c2)CC(=O)N([C@@H](C)CO)C[C@H](C)[C@H](CN(C)C(=O)Nc2ccc4c(c2)OCO4)O3)cc1 | -0.9
Cc1ccc(S(=O)(=O)Nc2ccc3c(c2)CC(=O)N([C@@H](C)CO)C[C@H](C)[C@@H](CN(C)Cc2ccc4c(c2)OCO4)O3)cc1 | 0.8
CCS(=O)(=O)N[C@@H]1CC[C@H](CC(=O)NCc2ccc(Cl)cc2)O[C@@H]1CO | 0.2
COCC(=O)Nc1ccc2c(c1)[C@@H]1C[C@@H](CC(=O)NCc3ccc(-c4ccccc4)cc3)O[C@H](CO)[C@@H]1O2 | -0.1
CCC(=O)N1CC(=O)N2[C@@H](CO)[C@H](c3ccc(C#CCc4ccccc4)cc3)[C@@H]2C1 | -0.5
CCC(=O)N1CCCCN2[C@H](CO)[C@@H](c3ccc(C#Cc4cccnc4)cc3)[C@@H]2C1 | -0.1
COc1ccc(S(=O)(=O)N(C)C[C@@H]2Oc3ccc(NS(=O)(=O)c4cn(C)cn4)cc3CC(=O)N([C@@H](C)CO)C[C@H]2C)cc1 | -0.3
CO[C@@H]1CC[C@H]2CCOc3ccc(C#N)cc3C(=O)N(C)CCCC(=O)N(C)C[C@H]1O2 | -0.9
N#C[C@H]1[C@@H](c2ccc(/C=C/c3ccccc3)cc2)[C@@H](CO)N1C(=O)C1CCCCC1 | -0.7
O=C(C[C@@H]1CC[C@H](NC(=O)CN2CCOCC2)[C@@H](CO)O1)NC1CCCCC1 | 0.2
O=C(C[C@H]1C[C@H]2c3cc(NC(=O)C4CCOCC4)ccc3O[C@H]2[C@@H](CO)O1)NC1CCCC1 | 3.5
C[C@@H]1CCCCO[C@H](CN(C)Cc2ccncc2)[C@H](C)CN([C@@H](C)CO)C(=O)c2cc(NC(=O)Nc3ccc(C(F)(F)F)cc3)ccc2O1 | -0.9
C[C@@H]1CCCCO[C@H](CN(C)Cc2ccc3c(c2)OCO3)[C@H](C)CN([C@H](C)CO)C(=O)c2cc(NS(=O)(=O)c3ccccc3)ccc2O1 | 0.7

4 compounds from above, ordered by molecular weight, smallest number first:
SMILES | TcdB GH inh
CC(C)NC(=O)N[C@@H]1CC[C@@H](CCNC(=O)C2CCC2)O[C@H]1CO | -0.7
COc1ccccc1-c1ccc2n(c1=O)C[C@@H]1[C@@H](CO)[C@H](C(=O)NC3CCC3)N(C(=O)C3CCC3)[C@H]21 | 0.4
CC(C)NC(=O)N(C)C[C@H]1Oc2ccc(NC(=O)Nc3ccc(F)cc3)cc2C(=O)N([C@H](C)CO)C[C@@H]1C | 0.5
COc1ccc(CN(C)C[C@H]2Oc3ccc(NS(=O)(=O)c4cccs4)cc3CC(=O)N([C@H](C)CO)C[C@H]2C)cc1 | 0.4

Later entries:
SMILES | TcdB GH inh
Cc1noc(C)c1S(=O)(=O)Nc1ccc2c(c1)C(=O)N([C@@H](C)CO)C[C@@H](C)[C@H](CN(C)Cc1ccc(C(=O)O)cc1)OCCCC[C@H](C)O2 | -1.0
Cc1ccc(S(=O)(=O)N(C)C[C@@H]2OCCCC[C@H](C)Oc3ccc(N(C)C)cc3C(=O)N([C@@H](C)CO)C[C@H]2C)cc1 | -2.2
C[C@@H]1CN([C@H](C)CO)C(=O)c2cccc(NS(=O)(=O)c3ccccc3)c2O[C@@H]1CN(C)C(=O)Nc1ccc(F)cc1 | 1.6
CC(C)NC(=O)NCC[C@@H]1CC[C@H](NC(=O)c2ccc(F)cc2)[C@H](CO)O1 | 0.3
O=C(C[C@H]1C[C@H]2c3cc(NC(=O)Nc4ccc(C(F)(F)F)cc4)ccc3O[C@H]2[C@@H](CO)O1)NCCc1ccccc1 | -0.1
CN(C)C(=O)c1cccc(-c2ccc([C@@H]3[C@@H](C#N)N(C(=O)C4CCC4)[C@H]3CO)cc2)c1 | -0.7
C[C@H](CO)N1C[C@H](C)[C@@H](CN(C)C(=O)c2ccncc2)Oc2cc(-c3cccc(C#N)c3)ccc2S1(=O)=O | 0.1
COc1ccc(NC(=O)N(C)C[C@@H]2Oc3ccc(NC(=O)Nc4ccc(F)cc4)cc3C(=O)N([C@@H](C)CO)C[C@@H]2C)cc1 | 1.2
COc1ccccc1-c1cnc2c(c1)C(=O)N([C@H](C)CO)C[C@@H](C)[C@@H](CN(C)CC1CCOCC1)O2 | -0.1
O=C(C[C@@H]1CC[C@H]2[C@@H](COC[C@H](O)CN2Cc2cccc(F)c2)O1)NCC1CCCCC1 | -0.6
COc1ccc(NC(=O)N[C@@H]2CC[C@@H](CC(=O)NC3CCC3)O[C@H]2CO)cc1 | 0.1
O=C(c1ccc(F)cc1)N1CCCCN2[C@H](CO)[C@@H](c3ccc(C#CC4(O)CCCC4)cc3)[C@H]2C1 | -0.8
Cn1cnc(S(=O)(=O)N[C@@H]2CC[C@@H](CC(=O)NCC3CC3)O[C@@H]2CO)c1 | 1.4
C[C@@H]1CN([C@H](C)CO)C(=O)c2cccc(NS(=O)(=O)c3ccccc3)c2O[C@@H]1CN(C)Cc1ccc(C(=O)Nc2ccccc2N)cc1 | 0.5
O=C(N[C@H]1CC[C@@H](CCNS(=O)(=O)c2cccc(Cl)c2)O[C@@H]1CO)c1ccc(F)cc1 | -0.3
N#Cc1cccc(-c2ccc([C@H]3[C@@H](CO)N4CCCCN(C(=O)Cc5cccnc5)C[C@@H]34)cc2)c1 | 0.3
C/C=C/c1ccc2c(c1)O[C@@H](CN(C)C(=O)Cc1ccncc1)[C@H](C)CN([C@H](C)CO)S2(=O)=O | -0.2
COc1ccc(NC(=O)Nc2cccc3c2O[C@@H](CN(C)C(=O)Nc2ccc(F)cc2)[C@H](C)CN([C@H](C)CO)C3=O)cc1 | 0.4
COc1ccccc1CNC(=O)C[C@@H]1CC[C@@H]2[C@H](COC[C@@H](O)CN2C(=O)Nc2ccccc2)O1 | -1.9
CO[C@@H]1CN(C)C(=O)c2cc(NC(=O)C3CCCC3)ccc2OC[C@H](C)N(C(=O)CC2CC2)C[C@@H]1C | 0.3
COCC#Cc1ccc([C@@H]2[C@H]3CN(Cc4cccnc4)CCCCN3[C@H]2CO)cc1 | 0.1
COc1ccc(NC(=O)N2C[C@@H]3N[C@H](C2)C3c2ccc(-c3cncnc3)cc2)cc1 (some centres undefined) | -10&-1.7
COc1ccccc1NC(=O)N1C[C@H](O)COC[C@@H]2O[C@H](CC(=O)NCc3ccccc3)CC[C@H]21 | 0.9
COCC(=O)N1[C@H](CO)[C@H]2c3ccccc3N(C(=O)c3ccccc3)C[C@H]21 | 0.2
COc1ccc(NC(=O)Nc2ccc3c(c2)C(=O)N([C@@H](C)CO)C[C@H](C)[C@H](CN(C)C(=O)C2CCCCC2)OCCCC[C@H](C)O3)cc1 | -2.4
OC[C@H]1[C@@H](c2ccc(-c3ccccc3)cc2)[C@@H]2CN(Cc3ccccn3)CCCCN12 | -18
C[C@@H]1CN([C@H](C)CO)C(=O)Cc2cc(NC(=O)Nc3ccc4c(c3)OCO4)ccc2O[C@@H]1CN(C)CC1CC1 | -0.1
O=C(C[C@H]1C[C@@H]2c3cc(NC(=O)CC4CC4)ccc3O[C@@H]2[C@@H](CO)O1)NCCc1ccccc1 | 0.0
CCCC#Cc1cnc2c(c1)C(=O)N([C@@H](C)CO)C[C@H](C)[C@@H](CN(C)C(=O)NCCC)O2 | 0.6
Cc1ccccc1S(=O)(=O)NCC[C@H]1CC[C@H](NC(=O)C2CCC2)[C@H](CO)O1 | 1.1
Cc1noc(C)c1NC(=O)N[C@@H]1CC[C@@H](CC(=O)N2CCCCC2)O[C@H]1CO | -1.1
CC(C)CC#Cc1ccc2c(c1)O[C@H](CN(C)Cc1cccc(F)c1)[C@@H](C)CN([C@@H](C)CO)S2(=O)=O | -2.1
COc1ccc(NC(=O)Nc2ccc3c(c2)C(=O)N([C@H](C)CO)C[C@@H](C)[C@H](CN(C)Cc2ccncc2)OCCCC[C@@H](C)O3)cc1 | 0.4
O=C(C1CCC1)N1CCCCN2[C@H](CO)[C@@H](c3ccc(C#CC4(O)CCCC4)cc3)[C@H]2C1 | -2.0
CC(C)NC(=O)Nc1ccc2c(c1)CC(=O)N([C@H](C)CO)C[C@@H](C)[C@@H](CN(C)C(=O)Nc1ccccc1)O2 | 0.6
C[C@@H]1CN([C@H](C)CO)C(=O)c2cc(NS(C)(=O)=O)ccc2O[C@H]1CN(C)S(=O)(=O)c1cccs1 | -0.6
O=C(NCC[C@@H]1CC[C@H](NC(=O)C2CCC2)[C@@H](CO)O1)c1ccc(F)cc1 | 0.3
COc1ccc(S(=O)(=O)N(C)C[C@@H]2Oc3c(NC(=O)C4CCCCC4)cccc3C(=O)N([C@@H](C)CO)C[C@H]2C)cc1 | 1.4
O=C(NCC[C@H]1CC[C@@H](NC(=O)Nc2cc(F)ccc2F)[C@H](CO)O1)Nc1ccc(F)cc1 | 0.8
CCS(=O)(=O)Nc1ccc2c(c1)C(=O)N(C)[C@@H]1CC[C@H](CC(=O)N3CCCCC3)O[C@@H]1CO2 | 0.2
COc1ccccc1CNC(=O)C[C@@H]1CC[C@H]2[C@@H](COC[C@H](O)CN2Cc2ccc3c(c2)OCO3)O1 | -2.3
C[C@H](CO)N1C[C@H](C)[C@H](CN(C)C)Oc2ccc(NC(=O)Cc3ccccc3)cc2C1=O | -0.2

Compound activity from PubChem.

A portion of the library (hit frequency here may not be typical).
